Dengue-2 NS5 capping = flavivirus cap methylation enzyme inhibition – biochemical, confirmation dose response, primary screen (AID 588689); Dengue-2 NS5 methyltransferase capping enzyme assay, biochemical; higher % means a stronger effect; inhibition, % at 25 µM; hits with a dose series show IC50 in µM; 340,000 compounds, 0.3% hits; in the data active means a potency from the dose series; inconclusive means inhibition above about 29% without an active follow-up result
NTR1 ag = agonists of NTR1, primary screen, imaging, U2OS cells, beta-arrestin-GFP, high content (AID 493036); NTR1-U2OS beta-arrestin-GFP spot imaging, agonist mode; 330,000 compounds, 0.17% hits; P30989; activation, % at 20 µM;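 active means activation at or above 40% of the spot to cytoplasm intensity ratio, with at least 20 cells analyzed; inconclusive means wells under 20 cells, flagged as cytotoxic or low count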;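 further: 0% = DMSO without peptide and 100% = 100 nM NTR1 peptide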
Target sequence (P30989 whole entry, looked up): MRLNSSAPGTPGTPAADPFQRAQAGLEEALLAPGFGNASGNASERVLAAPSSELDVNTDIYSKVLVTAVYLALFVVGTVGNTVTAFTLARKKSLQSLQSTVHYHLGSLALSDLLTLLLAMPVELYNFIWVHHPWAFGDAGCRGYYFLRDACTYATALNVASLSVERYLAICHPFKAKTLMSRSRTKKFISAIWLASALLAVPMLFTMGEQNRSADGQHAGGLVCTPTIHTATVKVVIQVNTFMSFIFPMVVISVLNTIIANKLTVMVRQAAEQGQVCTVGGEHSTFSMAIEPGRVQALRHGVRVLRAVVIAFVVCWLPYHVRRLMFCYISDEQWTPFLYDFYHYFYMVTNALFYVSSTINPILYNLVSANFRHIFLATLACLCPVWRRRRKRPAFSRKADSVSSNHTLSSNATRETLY
GPR35 antagonists = inhibition of zaprinast-stimulated GPR35 beta-arrestin translocation – imaging, U2OS, beta-arrestin-GFP, zaprinast agonist, primary screen (AID 2058); U2OS GPR35 beta-arrestin-GFP translocation imaging, zaprinast antagonism; higher % means a stronger effect; inhibition, % at 10 µM; hits with a dose series show IC50 in µM; 290,000 compounds, 0.052% hits;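 active means inhibition of at least 50% with at least 30 cells and total cytoplasm GFP at most 10,000,000; inconclusive means under 30 cells or total GFP of 10,000,000 plus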
GPR55 LPI antagonism = GPR55 antagonists blocking LPI-driven arrestin recruitment, primary screen, imaging, U2OS, beta-arrestin-GFP, LPI agonist (AID 2013). 290,000 compounds, 0.13% hits. one-dose inhibition, % at 10 µM; IC50 in µM for titrated hits. U2OS GPR55 beta-arrestin-GFP translocation imaging, LPI antagonism; higher % means a stronger effect;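 active means spots per cell inhibited over 60%, with over 100 cells counted and total cytoplasm intensity under 500,000; inconclusive means wells with under 100 cells, flagged as likely toxic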;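 further: U2OS cells stably carrying GPR55 and arrestin-GFP stimulated by 5 µM LPI near EC80; imaged beta-arrestin-GFP aggregate spots per cell after agonist stimulation; plate controls were LPI-stimulated DMSO wells for no effect and DMSO wells without LPI for full effect; some results filed as inactive read as strong as hits; confirmed hits need IC50 under 10 µM and bright autofluorescent wells are also inconclusive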
SV40 large T antigen = TAg ATPase/helicase activity blockers – biochemical (AID 1903); SV40 large T antigen ATPase/helicase inhibition assay; higher % means a stronger effect; one-dose inhibition, % at 20 µM; IC50 in µM for titrated hits; 310,000 compounds, 0.39% hits; in the data active means a potency from the dose series; inconclusive means inhibition mostly from about 32% at the one dose, without a potency; inactive means the rest, 99 in 100 with inhibition below about 32%; further: strong numbers were not always called active
GPR55 beta-arrestin = selective activators of receptor GPR55 – imaging, U2OS cells, beta-arrestin-GFP redistribution, primary screen (AID 1961); U2OS GPR55 beta-arrestin-GFP redistribution imaging; higher % means a stronger effect; activation, % at 10 µM; hits with a dose series show EC50 in µM; 290,000 compounds, 0.048% hits;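 active means activation above 40% with more than 50 cells counted in the well; inconclusive means wells holding fewer than 50 cells, flagged as toxic or sparse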;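 further: U2OS osteosarcoma cells stably expressing GPR55 and beta-arrestin-GFP; plate controls were DMSO negative control for no effect and LPI positive control for full effect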
AID2073 = inhibitors of Mint1-CaV2.2 protein interaction, biochemical, HTRF (AID 2073). HTRF protein-protein interaction, Mint1-CaV2.2; higher % means a stronger effect. one-dose inhibition, % at 20 µM; IC50 in µM for titrated hits. 290,000 compounds, 0.19% hits; in the data active means inhibition mostly above about 51%, no sharp cut-off; inconclusive means no clear call, values can overlap the other calls; inactive means mostly below about 53%; further: some results filed as inactive read as strong as hits
Yfh1-off respiration = enhancers of respiration in Yfh1-depleted yeast, dose response, Friedreich's ataxia, plus single-dose screen (AID 1465); 220,000 compounds, 0.074% hits; one-dose fold induction at 50 µM; EC50 in µM for titrated hits; S. cerevisiae Yfh1-off respiration, WST-1 reduction, 72 h; higher fold induction means a stronger effect;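 active means fold induction of absorbance versus untreated yeast above a set limit, then at least 30% activation at any dose in follow-up; inconclusive means repeats straddling the limit, or above it without dose testing; inactive means fold induction below the set limit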;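 further: activators that raise dye reduction in frataxin-depleted yeast; strong numbers were not always called active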
MgcRacGAP inhibition = MgcRacGAP GTPase-activating activity inhibitors, confirmation, biochemical, ADP Hunter fluorescence; MgcRacGAP-stimulated Rac1 GTP hydrolysis, ADP Hunter fluorescence; higher % means a stronger effect; GST-tagged Rac1 F28L mutant substrate; inhibition, % at 30 µM; hits with a dose series show IC50 in µM; 340,000 compounds, 0.6% hits; AID 624330;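 active means first-screen hits whose inhibition reached a set limit at any dose in the follow-up dose series; inconclusive means inhibition above the set first-screen limit but never retested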;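 further: fluorescence reports GDP produced by GAP-driven GTP hydrolysis; strong numbers were not always called active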
NTR1 ag cell count 20 µM = recorded beside NTR1 ag, whose call it bears; cell count; measured here: cell count, cytotoxicity flag
Dengue-2 NS5 capping pilot replicate = also measured in Dengue-2 NS5 capping; calls as there; inhibition, %; measured here: pilot screen replicate inhibition
Numbers without * were called inactive; i = inactive; ? = inconclusive; / = no result given.

SMILES	Dengue-2 NS5 capping	NTR1 ag	NTR1 ag cell count 20 µM	GPR35 antagonists	GPR55 LPI antagonism	SV40 large T antigen	GPR55 beta-arrestin	AID2073	Yfh1-off respiration	MgcRacGAP inhibition	others
O=C(CN1C(=O)c2cccnc2Oc2ccc(Cl)cc21)NC1CCCCC1	2.9%	-0.4	59	11.5%	-1.4%	/	1.3%	3.3%	/	3.4%
C=CCN=C1NN=C(c2cc(C)n(CC=C)c2C)CS1	29.1%	-1.7	83	7.3%	12.9%	10.6%	0.3%	17.9%	i	18.5%
CSc1ccccc1NC(=O)CN(C)CC(=O)Nc1ccc(Cl)cc1F	2.9%	4.9	55	1.9%	-0.3%	12.0%	?	-2.7%	i	-4.6%
NS(=O)(=O)c1cnccc1Nc1ccc(Cl)cc1	-6.2%	1.4	51	4.2%	3.5%	7.8%	-0.2%	-1.3%	i	14.6%
Cc1cccc(NC(=S)NCC(c2cccnc2)N2CCOCC2)c1 (stereo unspecified)	-4.4%	-1.0	50	-9.2%	5.7%	2.6%	0.2%	-13.4%	i	2.1%
Cc1ccc(SCC(=O)OCC(=O)NCC2CCCCC2)cc1C	0.7%	-0.6	87	/	/	9.2%	/	/	/	7.4%
Cc1ccsc1C(=O)Nc1n[nH]c(C(F)(F)F)n1	-9.5%	5.2	61	7.9%	12.8%	11.6%	0.3%	4.9%	i	11.7%
COc1ccc(Cl)cc1NC(=O)CCS(=O)(=O)c1cc2c(cc1C)NC(=O)CO2	0.7%	1.8	65	5.4%	8.5%	6.2%	0.0%	12.4%	/	-2.5%
COc1cccc(C(=O)NC2CCN(CC(=O)Nc3c(C)cc(C)cc3C)CC2)c1	/	0.6	56	5.5%	2.8%	25.2%	-0.1%	-2.1%	i	/
Cc1ccc(Nc2nc(N)nc(CN3CCN(C(=O)c4ccco4)CC3)n2)cc1Cl	-10.5%	0.6	71	10.2%	2.8%	7.7%	-0.5%	6.7%	i	10.5%
CCN(CC)S(=O)(=O)c1ccc(N2CCN(C)CC2)c(NC(=O)CSCC(=O)Nc2cccc(C)c2)c1	-1.4%	-0.2	53	/	/	16.0%	/	/	/	12.4%
Cc1cccc(C)c1NS(=O)(=O)c1ccc(NC(=O)c2ccc(Cl)c([N+](=O)[O-])c2)cc1	-0.9%	26.6	84	3.8%	2.3%	-4.1%	0.3%	5.9%	i	0.4%
O=C(CCc1ccccc1)N/N=C/c1cccc([N+](=O)[O-])c1	9.5%	0.3	48	-7.1%	12.0%	5.6%	0.1%	5.0%	i	-6.5%
COCCCNc1oc(-c2cccs2)nc1S(=O)(=O)c1ccc(C)cc1	-10.5%	0.3	71	-0.6%	8.1%	6.7%	0.2%	7.2%	i	6.4%
O=C(NCCS(=O)(=O)NC1CCCCC1)c1ccc2c(c1)OCO2	-2.9%	0.1	79	/	/	5.3%	/	/	/	4.2%
CC(=O)Nc1ccc(NC(=O)C(=O)c2cn(CC(=O)N3CCCC3)c3ccccc23)cc1	-0.7%	1.4	49	-9.7%	10.0%	6.3%	-0.2%	13.4%	/	4.8%
CC(=O)c1cccc(N2C(=NC(=O)C3CC3)SC3CS(=O)(=O)CC32)c1 (stereo unspecified)	-2.6%	0.6	67	-3.4%	5.0%	9.9%	0.7%	-0.3%	/	-9.4%
COc1ccc(C(=O)C2CCCCC2=O)cc1 (stereo unspecified)	-2.4%	-0.5	59	-8.3%	-3.7%	27.6%	-0.1%	15.5%	i	3.9%
NC(=S)N/N=C/c1coc2ccc(O)cc2c1=O	-2.3%	1.8	56	0.9%	12.6%	30.0%	-0.1%	13.2%	i	13.4%
COC(c1ccccc1)c1nnc(CCC(=O)N2CCCCCCC2)o1 (stereo unspecified)	-10.1%	-0.7	28	1.8%	-10.7%	/	-0.1%	8.1%	i	-3.9%
Cc1cc(N(C)C)ccc1[N+](=O)[O-]	2.5%	-2.0	73	7.4%	-1.0%	5.0%	-0.1%	49.0%	i	-8.1%
CNC(=O)CSc1nnc(-c2ccncc2)n1Cc1ccccc1	7.4%	1.1	76	-7.8%	1.2%	3.7%	0.2%	-7.3%	i	5.7%	Dengue-2 NS5 capping pilot replicate=0.6
Cc1ccc(C(=O)NC2CC3CCCC(C2)N3Cc2ccccc2)cc1 (stereo unspecified)	-0.8%	0.4	44	-4.7%	4.0%	-5.6%	0.8%	9.3%	/	6.9%
COc1ccccc1S(=O)(=O)Cc1ccc(C(=O)N2CCN(c3ccccn3)CC2)o1	-3.0%	2.5	60	-5.2%	-10.8%	13.7%	0.8%	3.0%	i	3.5%
CC(C)(Oc1ccc(Cl)cc1)C(=O)OCC(=O)NCCc1ccccc1	4.2%	1.9	49	-3.2%	15.9%	25.0%	-0.1%	45.9%	/	6.2%
O=c1o[nH]c(-c2ccccc2)c1C1=NCCCCC1	-2.4%	-2.3	85	/	/	2.1%	/	/	i	0.5%

Structural class, the entries above with an NH in an aromatic ring.
SMILES	Dengue-2 NS5 capping	NTR1 ag	NTR1 ag cell count 20 µM	GPR35 antagonists	GPR55 LPI antagonism	SV40 large T antigen	GPR55 beta-arrestin	AID2073	Yfh1-off respiration	MgcRacGAP inhibition	others
Cc1ccsc1C(=O)Nc1n[nH]c(C(F)(F)F)n1	-9.5%	5.2	61	7.9%	12.8%	11.6%	0.3%	4.9%	i	11.7%
O=c1o[nH]c(-c2ccccc2)c1C1=NCCCCC1	-2.4%	-2.3	85	/	/	2.1%	/	/	i	0.5%

Retrieved by compound from the entries so far, two records:
SMILES	Dengue-2 NS5 capping	NTR1 ag	NTR1 ag cell count 20 µM	GPR35 antagonists	GPR55 LPI antagonism	SV40 large T antigen	GPR55 beta-arrestin	AID2073	Yfh1-off respiration	MgcRacGAP inhibition	others
COc1ccc(Cl)cc1NC(=O)CCS(=O)(=O)c1cc2c(cc1C)NC(=O)CO2	0.7%	1.8	65	5.4%	8.5%	6.2%	0.0%	12.4%	/	-2.5%
O=c1o[nH]c(-c2ccccc2)c1C1=NCCCCC1	-2.4%	-2.3	85	/	/	2.1%	/	/	i	0.5%

Ordered by formula weight (ascending): 3 of the compounds above
SMILES	Dengue-2 NS5 capping	NTR1 ag	NTR1 ag cell count 20 µM	GPR35 antagonists	GPR55 LPI antagonism	SV40 large T antigen	GPR55 beta-arrestin	AID2073	Yfh1-off respiration	MgcRacGAP inhibition	others
CC(=O)c1cccc(N2C(=NC(=O)C3CC3)SC3CS(=O)(=O)CC32)c1 (stereo unspecified)	-2.6%	0.6	67	-3.4%	5.0%	9.9%	0.7%	-0.3%	/	-9.4%
Cc1ccc(Nc2nc(N)nc(CN3CCN(C(=O)c4ccco4)CC3)n2)cc1Cl	-10.5%	0.6	71	10.2%	2.8%	7.7%	-0.5%	6.7%	i	10.5%
CCN(CC)S(=O)(=O)c1ccc(N2CCN(C)CC2)c(NC(=O)CSCC(=O)Nc2cccc(C)c2)c1	-1.4%	-0.2	53	/	/	16.0%	/	/	/	12.4%
